High-throughput results from PubChem.
LDHA inh – qHTS assay for inhibitors of human lactate dehydrogenase; L-lactate dehydrogenase A chain (Homo sapiens), P00338; purified LDHA, NADH/diaphorase-resazurin fluorescence; active compounds read low; activity change, % (values are at about 110 or 230 µM); 0.15% of 480,000 active; in the data active means activity change below about -30%;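 further: plate controls were DMSO wells for no effect and wells without enzyme for full effect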
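Human LDH5 at 2 nM final in Tris HCl pH 7.4 with 0.06 mM NADH and 0.2 mM pyruvate, reacted 5 minutes at room temperature. Remaining NADH coupled via diaphorase/resazurin; resorufin fluorescence read at 0 and 20 minutes, normalized to enzyme-free and DMSO wells.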
Starred values were filed as active, the others as inactive. These rows are one share of the data; the hit share may differ from the screen's.

SMILES	LDHA inh
Cc1cc(=O)oc2c(C)c(OC(C)C(=O)NCCCN(C)C)ccc12 (configuration not stated)	1
CCN(CC)c1ccc(/C=N/NS(=O)(=O)c2ccccc2)cc1	3
O=[N+]([O-])c1cc(N=Cc2cccnc2)cc2ccc3ccccc3c12	14
CCOc1ccccc1NC(=O)N1CCN(Cc2nc(-c3ccc(C)cc3)oc2C)CC1	7
Cc1nc(Nc2ccc(NC(=O)c3ccco3)cc2)cc(N2CCOCC2)n1	3
C=CCNC(=O)NC(=O)COC(=O)c1cc(-c2cccs2)nc2ccccc12	9
COc1nc2ccccc2nc1N1CCC(C(=O)Nc2ccccc2F)CC1	6
CC(C)c1ccc(/C=N/NC(=O)c2cc(C3CC3)nc3ccccc23)cc1	0
Cc1ccc(S(=O)(=O)CCc2ccccc2Cl)cc1C	-2
COc1ccc(C2CC(=O)Nc3c2c(=O)nc(SC)n3C)c(OC)c1 (configuration not stated)	3
CN(C)S(=O)(=O)c1ccc(N2CCCCC2)c(C(=O)OC(C(=O)NC2CC2)c2ccccc2)c1 (configuration not stated)	-1
COc1ccc2cc(C(=O)O)sc(=O)c2c1OC	7
Cc1cc(C(=O)OCC(=O)c2ccccc2)c2cccc(C)c2n1	-7
CCn1nnc2cc(C(=O)N(C)CC(=O)Nc3ccc(Br)c(C)c3)ccc21	1
CCn1c(SCc2nnc(-c3ccccc3Br)o2)nnc1N1CCOCC1	-3
O=C(CSc1nc2c(c(=O)n1CCc1ccccc1)SCC2)Nc1ccc(Cl)cc1	10
Cc1ccc(OCC(=O)NCc2ccc(-c3nc4ncccc4o3)cc2)cc1	-16
COc1cccc(NC(=O)COc2nc(C(C)C)c3c(c2C#N)CCCC3)c1	-5
Cn1c(=O)c2c(ncn2CC(=O)Nc2ccccc2Oc2ccccc2Cl)n(C)c1=O	-5
CC1CCN(CCCNc2nc(-c3ccncc3)nc3ccccc23)CC1	-23
CCOC(=O)c1sc(-c2ccc3c(c2)OCO3)cc1NC(=O)c1cnccn1	4
COC(=O)c1ccc(NS(=O)(=O)c2ccc3ccccc3c2)cc1	-4
O=C(CSc1ncnc2nc[nH]c12)Nc1ccc(Cl)cc1	1
COc1ccc(CCNC(=O)c2cc3c(s2)-c2ccccc2OC3)c(OC)c1	-1
O=C(COc1ccc(Cl)cc1)NCCc1nnc2ccccn12	-6
SMILES	LDHA inh
C#CCN1CCC(C(=O)NCCNC(=O)C2CC2)CC1	0
N#Cc1c(SCC(=O)Nc2ccccc2)nc(N2CCCC2)c2c1CCCC2	1
C=CCn1c(-n2nc(C)c(C)c2C)nc2c1c(=O)n(CC)c(=O)n2C	-11
Cc1ccc(-c2nc(CN3CCCC3c3cccs3)co2)cc1 (configuration not stated)	-6
Cc1cccc(-c2nc(CSc3n[nH]c(N)n3)no2)c1	-10
Cc1cccc(-n2ccnc2SC2CCCCC2=O)c1 (configuration not stated)	1
COc1cc(OC)cc(C(=O)N2CCC(N3CCCC3)CC2)c1	1
Cc1ccc(/C=C(/CC(=O)O)c2nc3ccccc3o2)s1	2
COCCn1c(SC)nc2c1c(=O)[nH]c(=O)n2C	5
O=C(/C=C/c1ccccc1)Nc1ccccc1C(=O)NCc1cccnc1	3
O=C(NCc1cccnc1)c1ccc(C2CCCCC2)cc1	6
Cc1nc(-c2ccccn2)n[nH]1	3
CN(CCCNC(=O)c1ccncc1)CC(F)(F)F	0
CC1C(=O)Nc2ccc(-c3csc(NC4CCCC4)n3)cc21 (configuration not stated)	-3
Cc1c(Cl)cccc1-c1ccc(C=O)o1	6
CCCCCC(=C/c1ccccc1)/C=N/Nc1nc2ccccc2[nH]1	8
Cc1ccc(C(NC(=O)C2CCCCC2)c2cccnc2)cc1 (configuration not stated)	2
CCNc1cccc(S(=O)(=O)N2CCCN(S(=O)(=O)c3ccc4c(c3)OCCO4)CC2)c1	-4
COC(=O)c1cccc(CSC(C)C(=O)NCC(C)C)c1 (configuration not stated)	-1
CC(C)C(NC(=O)c1n[nH]c(=O)c2ccccc12)c1ccc(C(C)(C)C)cc1 (configuration not stated)	-5
Cc1ccc2nc(/C(C#N)=C\c3ccc(-c4cc(C(=O)O)cc(C(=O)O)c4)o3)[nH]c2c1	25
COc1cc(/C=C(/C#N)C(=O)NC2CC2)ccc1O	7
Cc1ccc(NS(=O)(=O)c2cccc(Cl)c2)cc1C	-3
CC(C)(C)c1ccc(OCC(=O)OCC(=O)Nc2sccc2C(N)=O)cc1	1
Cc1ccc(S(=O)(=O)N2CCN(CCNC(=O)c3ccccc3)CC2)cc1	-19
SMILES	LDHA inh
Cc1ccc(C)c(-c2cc(C(=O)N3CCOCC3)c3ccccc3n2)c1	-8
CC(C)c1ccc(NC(=O)C2CC(=O)Nc3nc(N4CCOCC4)nc(N)c32)cc1 (configuration not stated)	7
COc1ccccc1C(C)NC(=O)c1nn(C(C)C)c(=O)c2ccccc12 (configuration not stated)	33
CC(C)[n+]1c(NCc2cc(Br)cc(Br)c2[O-])[nH]c2ccccc21	12
O=C(O)CCNS(=O)(=O)c1ccc(Cl)c(C(F)(F)F)c1	-3
CC(C)NC(=O)CNC(=O)c1cc(-c2ccc(F)cc2)nc2ccccc12	-11
O=C(NC(Cc1ccccc1)C(=O)N1CCN(c2ncccn2)CC1)c1cccs1 (configuration not stated)	-1
CN(C)CCCNC1CCCCC1	-2
COc1ccccc1CCNC(=O)Nc1cccc(CN2CCOC2=O)c1	3
Cc1nc2nc(NCc3ccccc3)[nH]n2c(=O)c1CCC(=O)Nc1ccc2ccccc2c1	11
Cc1ccc(C)c(-c2nc(NC(=O)c3cc(C)on3)sc2C)c1	0
CN(C)C(=S)c1ccc2c(c1)OCO2	2
CCc1cccc2c(C(=O)O)cc(-c3cccnc3)nc12	4
CC(Oc1ccc(Cl)cc1)C(=O)Nc1ccc(N2CCN(C)CC2)nc1 (configuration not stated)	-12
CCCCc1ccc(NC(=O)Cn2ccn(-c3ccc(OC)cc3)c2=O)cc1	-11
CCOC(=O)c1nc2ccccc2nc1Nc1cccc(OC)c1	0
Cc1cc(NC(=O)NCC(c2cccs2)N2CCOCC2)n(C)n1 (configuration not stated)	2
Cc1ccccc1CN1CCC(C(=O)O)CC1	3
COC(=O)C1(NC(=O)c2cc(F)cc(F)c2)CCCCC1	7
OCCCC1CCCN1 (configuration not stated)	0
O=C(/C=C/c1ccc(-c2ccc(Cl)c(Cl)c2)o1)c1ccc(Cl)cc1	1
O=[N+]([O-])c1ccc(/C=N/N=C(c2ccccc2)c2ccccc2)cc1	-6
Cc1ccc(Cl)cc1NC(=O)C(=O)c1c(C)[nH]c2ccccc12	8
COc1ccccc1CNC(=O)Cc1c(C)nc2ccccc2c1C	3
COC(=O)c1[nH]c(C)c(/C(O)=C2\C(=O)C(=O)N(CCCn3ccnc3)C2c2cccnc2)c1C (configuration not stated)	4

Another view of 4 compounds above:
Structure | LDHA inh
O=C(O)CCNS(=O)(=O)c1ccc(Cl)c(C(F)(F)F)c1 | -3
CC(C)NC(=O)CNC(=O)c1cc(-c2ccc(F)cc2)nc2ccccc12 | -11
O=C(NC(Cc1ccccc1)C(=O)N1CCN(c2ncccn2)CC1)c1cccs1 (configuration not stated) | -1
CN(C)CCCNC1CCCCC1 | -2

Later entries
SMILES	LDHA inh
c1ccc(-c2ccn[nH]2)cc1	10
CSc1ccccc1C(=O)Nc1c(C)cc(C)cc1Cl	2
Cn1c(=O)c2c(nc(CN3CCN(c4ccc(F)cc4)CC3)n2Cc2ccccc2)n(C)c1=O	3
Cc1oc(-c2nc(C#N)c(NCCN(C)C)o2)cc1S(=O)(=O)N(C)Cc1ccccc1	3
O=C(CCc1ccccc1)NC1(C(F)(F)F)C(=O)Nc2c1c(=O)[nH]c(=O)n2Cc1ccccc1 (configuration not stated)	-35*
CCn1cnc2c1c(=O)n(CC(=O)N(C)CC(=O)N1CCOCC1)c(=O)n2Cc1ccccc1	1
O=C(NCCNC(=O)C1CC1)c1cc2ccccc2[nH]1	-16
Cc1cccc(-n2cccc2C=O)c1C	12
Cc1ccc(OCCNC(=O)c2cc3ccccc3n2C)cc1	10
O=C(Nc1ccccc1)N1c2ccccc2Sc2ccccc21	-1
COc1ccc(C(=O)Nc2c(C)nc(Nc3ccc(C)cc3)nc2Nc2ccc(C)cc2)cc1OC	-6
COc1cc(/C=C(\C#N)c2nc3ccc(C)cc3[nH]2)ccc1OC(C)=O	-3
CC(C)(Oc1ccc(Cl)cc1)c1nn2c(COc3ccc(F)cc3)nnc2s1	2
Cc1csc(/C(C#N)=C\NC2CC(C)(C)NC(C)(C)C2)n1	-1
CC(C)c1cccc(C(C)C)c1NC(=O)/C=C/c1cccc(F)c1	1
CCn1c(SCCCn2c(=O)c3c(ncn3C)n(C)c2=O)nc2ccccc21	-4
CC(=O)c1cn(CC(=O)N(C)Cc2ccccc2)c2ccccc12	-1
COc1cccc(/C=C/c2nc(C#N)c(N3CCN(C(C)=O)CC3)o2)c1	-7
NS(=O)(=O)c1ccc(N/N=C/c2ccccc2Cl)c([N+](=O)[O-])c1	0
Cc1oc(-c2ccccc2)nc1CC(=O)N(C)CC(=O)Nc1cccc2ccccc12	-30*
Cc1cc(=O)oc2cc(NC(=O)Cc3cccc(F)c3)ccc12	1
COc1cc(OC)cc(C(=O)Nc2cccc(CCc3nc4ccc(C)cc4[nH]3)c2)c1	9
CN(C)c1ccc(NC(=O)c2cccc3ccccc23)cc1	4
COC(=O)Nc1ccccc1Cc1ccccc1	-1
COc1ccc(OCC(=O)N[C@H]2CCCC[C@@H]2NC(=O)COc2ccc(OC)cc2)cc1	-4
SMILES	LDHA inh
CC(=O)Nc1ccc(NC(=O)CCc2nc3c(C)nn(-c4ccccc4)c3n(C)c2=O)cc1	11
Cc1ccc2oc(C(=O)NCCCOCC3CC3)cc(=O)c2c1	-4
COc1cccc(CN(C)CC(=O)NC(=O)NC2CC2)c1OC	5
CCn1cnc2c1c(=O)n(CC(=O)NC(C)c1ccccc1)c(=O)n2Cc1ccccc1 (configuration not stated)	-17
CCOC(=O)CCc1cc(C(=O)OCC)c(CCC(=O)OCC)cc1C(=O)OCC	-5
C(#CCN1CCN(CC#CCOCCOCc2ccccc2)CC1)COCCOCc1ccccc1	2
O=C(COC(=O)c1nc(-c2ccccc2)n(-c2ccccc2)n1)Nc1ccc(Cl)cc1	-1
CCCCCn1c(N2CCN(Cc3ccccc3C)CC2)nc2c1c(=O)[nH]c(=O)n2C	6
NC(CCCCCCC(N)C(=O)O)C(=O)O (configuration not stated)	4
CNc1ccc(OC(F)(F)F)cc1	15
N#Cc1ccc(CNCCN2CCCC2)cc1	3
CC(c1cc2ccccc2o1)N(C)Cc1nc(-c2ccc(Cl)cc2)no1 (configuration not stated)	14
COc1ccc(OCC(=O)NC(c2ccccc2)c2cccs2)cc1 (configuration not stated)	7
CCOC(=O)c1ccc(Oc2coc3cc(OC(=O)c4ccccc4F)ccc3c2=O)cc1	1
CC(C)(C)c1ccccc1NC(=O)c1ccc(N2CCCCS2(=O)=O)cc1Cl	-11
CCN(CC)c1nc2ccccc2nc1C(=O)Nc1cccc(C)c1C	5
CCOc1ccc(N(C(C)C(=O)NCc2ccc(Cl)cc2Cl)S(C)(=O)=O)cc1 (configuration not stated)	1
O=C(COc1ccc([N+](=O)[O-])cc1)Nc1ccc2oc(-c3cccc(F)c3)nc2c1	-13
Fc1ccc(Nc2nc(-c3ccc(F)cc3)cs2)cc1	2
O=C(CCc1ncc(-c2ccc(Cl)cc2)o1)NC12CC3CC(CC(C3)C1)C2	5
Cc1oc(-c2ccccc2)nc1CC(=O)N(C)Cc1ccco1	-3
Cc1ccc(C(=O)N/C(=C\c2ccc(-c3ccc(Br)cc3)o2)C(=O)NC(C)(C)C)cc1	9
Cc1cccc(NC(=O)c2cccc3ncccc23)c1	-4
CCOC(=O)N1CCN(C(=O)c2cc3occc3n2Cc2ccccc2F)CC1	14
CCOc1cccc(CNCc2cccnc2)c1OCc1ccc(C)cc1	2
SMILES	LDHA inh
COc1ccc(-c2nnc3sc(-c4ccccc4C)nn23)cc1OC	6
COc1ccc(-c2cc(C(=O)Nc3c(C)nn(Cc4ccccc4C)c3C)no2)cc1OC	-8
Cc1ccc(-c2noc(CN3CCCc4c(C(=O)NC(C)C)cccc43)n2)cc1	9
O=C(NCC1(N2CCOCC2)CCCCC1)C1CCN(C(=O)c2ccc(F)cc2F)CC1	-2
COc1ccc(Nc2cc(C)nc3nc(-c4ccccc4C)nn23)c(OC)c1	-10
CCC(=O)c1c(N)cc(C)oc1=O	-3
CCCNc1nc(-c2ccc3[nH]c(=O)oc3c2)cs1	0
O=C(OCc1cccc(Cl)c1)c1ccc(O)cc1	2
COc1cc(Br)c(C(N)C(=O)O)cc1OC (configuration not stated)	-17
Cc1oc(C)c(C(=O)OCc2ccc(C#N)cc2)c1C	13
COc1ccc(S(=O)(=O)N2CCN(c3ccccc3F)CC2)cc1-c1nc(C(C)C)no1	10
O=C1/C(=C\c2cccs2)N2CCC1CC2	6
Cc1cc(C)c(NC(=O)CSc2nnc3[nH]c(=O)cc(-c4ccccc4)n23)c(C)c1	6
Cc1ncsc1C(=O)NCc1ccncc1	3

Given bar-delimited: part of the list above.
molecule | LDHA inh
COc1ccccc1CNC(=O)Cc1c(C)nc2ccccc2c1C | 3
COC(=O)c1[nH]c(C)c(/C(O)=C2\C(=O)C(=O)N(CCCn3ccnc3)C2c2cccnc2)c1C (configuration not stated) | 4
c1ccc(-c2ccn[nH]2)cc1 | 10
CSc1ccccc1C(=O)Nc1c(C)cc(C)cc1Cl | 2
Cn1c(=O)c2c(nc(CN3CCN(c4ccc(F)cc4)CC3)n2Cc2ccccc2)n(C)c1=O | 3
Cc1oc(-c2nc(C#N)c(NCCN(C)C)o2)cc1S(=O)(=O)N(C)Cc1ccccc1 | 3

Structural class, the compounds so far with two or more sulfur atoms.
SMILES	LDHA inh
O=C(CSc1nc2c(c(=O)n1CCc1ccccc1)SCC2)Nc1ccc(Cl)cc1	10
CCNc1cccc(S(=O)(=O)N2CCCN(S(=O)(=O)c3ccc4c(c3)OCCO4)CC2)c1	-4
